CASP6 VEID inh: inhibitors of human caspase-6; 350,000 tested, 0.53% active; P55212; inhibition, % at 12.5 µM; purified caspase-6, Z-VEID-R110 cleavage fluorescence; AID 686996;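 active = mean inhibition across replicates at least about 35%, with every replicate also reaching that limit, limit read from the data; inconclusive = only one of the two criteria met; inactive = neither criterion met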;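 note: 0% = median of neutral control wells and 100% = no fluorescence left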
Target sequence (P55212 24-179 limits assumed): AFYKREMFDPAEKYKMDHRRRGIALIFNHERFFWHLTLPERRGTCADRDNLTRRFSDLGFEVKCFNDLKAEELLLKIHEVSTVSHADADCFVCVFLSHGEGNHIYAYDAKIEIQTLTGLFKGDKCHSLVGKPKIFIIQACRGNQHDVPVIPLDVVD
Target sequence (P55212 194-293 limits assumed): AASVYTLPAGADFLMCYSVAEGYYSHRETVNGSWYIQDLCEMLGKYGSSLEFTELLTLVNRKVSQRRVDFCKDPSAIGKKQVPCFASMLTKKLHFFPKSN
EWS-Fli block: EWS/Fli transcriptional activity inhibition; A673 NR0B1-luciferase reporter, viability-normalised; inhibition, % at 12.6 µM; 350,000 tested, 0.67% active; AID 651661;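 active = mean inhibition of at least 50% after viability correction, with every replicate also passing that limit; inconclusive = mean reaches 50% but only one of two replicates passes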;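 note: firefly luciferase signal divided by Alamar Blue viability fluorescence both relative to DMSO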
LGR2 inh: blocks bursicon-induced cAMP signaling via Drosophila LGR2; HEK293 LGR2, CRE-luciferase, bursicon-stimulated, 4 h; inhibition, % at 9.99 µM; 380,000 tested, 0.35% active; AID 720647;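 active = drop in luminescence signal, shown as inhibition above about 50% in the replicate tests, limit read from the data, passing the limit was not always enough; inconclusive = probably only some replicates passing the limit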;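 note: agonist challenge used bursicon conditioned medium at about half maximal strength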
ARNT-TACC3 inh: disrupts binding between human ARNT and TACC3; 390,000 tested, 0.66% active; inhibition, % at 9.99 µM; AlphaScreen His-ARNT PAS-B/GST-TACC3 binding, luminescence; TACC3 fragment carries E629A point mutation;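 active = mean inhibition of replicates at least 50% and at least half of replicates each reaching 50%; inconclusive = half or more replicates reach 50% but mean below 50%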;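 note: 0% = complete ARNT plus TACC3 wells and 100% = ARNT alone without TACC3; many hits fall short of the cut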
DENV2 CPE: protects cells from dengue virus 2 cytopathic effect; AID 651640; 350,000 tested, 1.7% active; DENV2-infected cells, cytopathic effect rescue, plate reader; CPE inhibition, % at 9.99 µM; in the data active = CPE inhibition above about 20%, passing the limit was not always enough; inconclusive = no clear call, values can overlap the other calls; tested in BHK-21 cells;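 note: 0% = median of neutral control wells and 100% = median of positive control wells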
PAX8 inh HTS: PAX8 transcriptional activity inhibition; RMG-I TPO-luciferase reporter, SteadyGlo, 24 h; AID 652154; inhibition, % at 12.6 µM; 360,000 tested, 1.2% active;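 active = mean replicate inhibition at least 60% with every replicate also reaching 60%; inconclusive = only one of the two criteria is met; inactive = mean below 60% and not all replicates reaching 60%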;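 note: luciferase light reporting Pax8 driven TPO promoter activity; plate controls were median of neutral control wells for no effect and mitoxantrone controls for full effect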
SIRT5 block: blocks human SIRT5 desuccinylation of peptide. Purified SirT5, succinyl-peptide AMC, trypsin-coupled fluorescence. 330,000 tested, 1.1% active. inhibition, % at 15 µM; in the data active = inhibition above about 15%; inconclusive = no clear call, values can overlap the other calls
Target sequence (Q9NXA8 whole entry, looked up): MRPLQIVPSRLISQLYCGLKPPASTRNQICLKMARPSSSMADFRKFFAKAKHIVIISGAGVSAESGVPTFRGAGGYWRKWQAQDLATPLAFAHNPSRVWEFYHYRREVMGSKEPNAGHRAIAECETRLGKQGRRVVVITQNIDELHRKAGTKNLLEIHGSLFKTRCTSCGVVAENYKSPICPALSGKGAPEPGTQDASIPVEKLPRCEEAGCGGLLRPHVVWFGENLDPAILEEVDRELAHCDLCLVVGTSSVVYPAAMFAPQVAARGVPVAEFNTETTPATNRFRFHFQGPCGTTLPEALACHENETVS
Starred values were filed as active, the others as inactive; & = joins results of further samples; ! = a repeat was not active.

Results for C[C@@H]1CN([C@@H](C)CO)C(=O)Cc2cc(NC(=O)Nc3ccc(C(F)(F)F)cc3)ccc2O[C@@H]1CN(C)Cc1ccc(-c2ccccc2)cc1 ?
CASP6 VEID inh: -0.5; EWS-Fli block: -12.3; LGR2 inh: 6.9; ARNT-TACC3 inh: 6.2; DENV2 CPE: -11.0; PAX8 inh HTS: 8.6; SIRT5 block: -1.7

Results for CCCC(=O)Nc1ccc2c(c1)OC[C@@H](C)N(Cc1ccncc1)C[C@H](C)[C@@H](OC)CN(C)C2=O ?
CASP6 VEID inh: -4.9; EWS-Fli block: -9.1; LGR2 inh: 1.2; ARNT-TACC3 inh: 0.6; DENV2 CPE: 25.2*; SIRT5 block: 0.8

What do the screens show for `O=C(O)C1(P(=O)(c2ccc(Cl)cc2)c2ccc(Cl)cc2)CCCC1`?
CASP6 VEID inh: 1.5; EWS-Fli block: -0.8; LGR2 inh: -4.4; ARNT-TACC3 inh: -5.1; DENV2 CPE: 12.0; PAX8 inh HTS: -12.5; SIRT5 block: -0.2

What do the screens show for `COc1ccc(S(=O)(=O)NCc2cccnc2)cc1C(=O)NC1CCCCC1`?
CASP6 VEID inh: -1.7; EWS-Fli block: 4.8; LGR2 inh: 13.2; ARNT-TACC3 inh: -0.3; DENV2 CPE: -5.1; PAX8 inh HTS: -9.7; SIRT5 block: -5.0

Results for CCC(=O)Nc1ccc2c(c1)C(=O)N(C)C[C@H](OC)[C@@H](C)CN(CC1CCOCC1)[C@H](C)CO2 ?
EWS-Fli block: 6.6; LGR2 inh: 2.4; ARNT-TACC3 inh: 1.3; PAX8 inh HTS: 12.8

How did CCOc1ccccc1NC(=O)C1C2CCC(O2)C1C(=O)O (stereo not given) do in these assays?
CASP6 VEID inh: -1.1; EWS-Fli block: -7.0; LGR2 inh: -5.7; ARNT-TACC3 inh: -1.0; DENV2 CPE: -3.0; PAX8 inh HTS: 15.4

How did CCN1CCCC1CNCC(O)COc1ccc(C(C)(C)C)cc1C (stereo not given) do in these assays?
CASP6 VEID inh: -9.1; EWS-Fli block: 11.2; LGR2 inh: 2.4; ARNT-TACC3 inh: -6.5; PAX8 inh HTS: 12.5; SIRT5 block: -6.1

How did COC(=O)CCCNC(=O)c1ccc(OC2CCN(CCc3ccccc3)CC2)cc1 do in these assays?
CASP6 VEID inh: -1.4; EWS-Fli block: 8.9; LGR2 inh: -30.5; ARNT-TACC3 inh: -14.3; DENV2 CPE: -1.3; PAX8 inh HTS: 4.2; SIRT5 block: 2.5

How did CCCCN1C(N)=NC[C@@H]1c1ccccc1 do in these assays?
EWS-Fli block: -2.9; LGR2 inh: -6.0; ARNT-TACC3 inh: 0.0; PAX8 inh HTS: -5.5

What do the screens show for `CCOC(=O)c1cc2sc(C)cc2n1CC(=O)NCc1ccc(F)cc1`?
CASP6 VEID inh: -1.4; EWS-Fli block: 2.5; LGR2 inh: -13.4; ARNT-TACC3 inh: -2.7; DENV2 CPE: 6.4; SIRT5 block: 7.9

How did O=C(NCc1nc2ccccc2[nH]1)C1=C[C@@H](c2ccc(Br)cc2)C[C@@H](OCc2ccc(CO)cc2)O1 do in these assays?
CASP6 VEID inh: -0.1&0.2; EWS-Fli block: 14.5&-10.8; LGR2 inh: 7.1; ARNT-TACC3 inh: 3.5; DENV2 CPE: 3.8&1.9; PAX8 inh HTS: 84.6*!; SIRT5 block: -1.6&3.8

What do the screens show for `COc1ccc(S(=O)(=O)Nc2ccc(NC(C)=O)cc2)cc1[N+](=O)[O-]`?
CASP6 VEID inh: 0.8; EWS-Fli block: 8.0; LGR2 inh: 7.0; ARNT-TACC3 inh: 22.2; DENV2 CPE: 2.0; PAX8 inh HTS: 16.9; SIRT5 block: 0.4

How did Cn1cnc(S(=O)(=O)Nc2ccc(Cl)c(C(F)(F)F)c2)c1 do in these assays?
CASP6 VEID inh: -2.8; LGR2 inh: 9.7; ARNT-TACC3 inh: 5.8; DENV2 CPE: -3.2; PAX8 inh HTS: 0.9; SIRT5 block: 9.4

Results for COc1ccc(NC(=O)Nc2ccc3c(c2)CC(=O)N([C@@H](C)CO)C[C@H](C)[C@@H](CN(C)C(=O)Nc2ccc(C(F)(F)F)cc2)O3)cc1 ?
EWS-Fli block: -1.0; LGR2 inh: -7.5; ARNT-TACC3 inh: 9.1; DENV2 CPE: 7.5; PAX8 inh HTS: -30.9

Results for CC(=O)N(C)C[C@@H]1Oc2cc(-c3ccc(C)cc3)ccc2S(=O)(=O)N([C@H](C)CO)C[C@H]1C ?
CASP6 VEID inh: 0.4; EWS-Fli block: -6.8; LGR2 inh: 20.4; ARNT-TACC3 inh: -15.0; DENV2 CPE: -1.2; SIRT5 block: 2.4

How did COc1ccccc1CNC(=O)C[C@H]1CC[C@H]2[C@H](COc3ccc(NC(=O)Nc4ccc(F)c(F)c4)cc3C(=O)N2C)O1 do in these assays?
CASP6 VEID inh: -1.3; EWS-Fli block: -2.1; LGR2 inh: 20.8; ARNT-TACC3 inh: -1.2; DENV2 CPE: -4.7; PAX8 inh HTS: 25.3; SIRT5 block: 1.0

What do the screens show for `C[C@H](CO)N1C[C@H](C)[C@@H](CN(C)S(=O)(=O)c2ccc(F)cc2)Oc2ccc(NC(=O)Nc3cccc4ccccc34)cc2C1=O`?
CASP6 VEID inh: 1.7; EWS-Fli block: -5.7; LGR2 inh: -4.4; ARNT-TACC3 inh: 3.1; DENV2 CPE: -8.8; PAX8 inh HTS: 13.1; SIRT5 block: 3.1

Results for COc1ccccc1NC(=O)N[C@@H]1CC[C@@H](CCn2cc(-c3ccccc3)nn2)O[C@H]1CO ?
CASP6 VEID inh: -3.6; EWS-Fli block: -18.5; LGR2 inh: -2.4; ARNT-TACC3 inh: 7.7; DENV2 CPE: 1.0; PAX8 inh HTS: -34.2; SIRT5 block: -1.9

What do the screens show for `C[C@H](CO)N1C[C@H](C)[C@@H](CN(C)C(=O)NC2CCCCC2)OCCCC[C@H](C)Oc2ccc(NC(=O)Nc3ccccc3)cc2C1=O`?
CASP6 VEID inh: -3.9; EWS-Fli block: 13.6; LGR2 inh: 14.2; ARNT-TACC3 inh: -1.1; DENV2 CPE: 4.9; PAX8 inh HTS: 11.9; SIRT5 block: 6.9

How did O=C(Nc1cccc(-c2cc3ccccc3oc2=O)c1)c1ccc(Br)o1 do in these assays?
CASP6 VEID inh: 1.1; LGR2 inh: 1.0; ARNT-TACC3 inh: 1.4; SIRT5 block: -4.6

Results for CCN(CC(=O)Nc1c(F)cccc1F)C(=O)c1ccc(Cl)c(S(=O)(=O)N2CCCC2)c1 ?
CASP6 VEID inh: 4.0; EWS-Fli block: -8.5; LGR2 inh: 9.8; ARNT-TACC3 inh: -2.3; DENV2 CPE: 16.6; PAX8 inh HTS: -17.3; SIRT5 block: 3.5

What do the screens show for `O=C(CN(C(=O)Cn1nnc(-c2ccc(F)cc2)n1)c1cnc2ccccc2c1)NCC1CCCO1` (stereo not given)?
CASP6 VEID inh: 3.4; EWS-Fli block: -4.5; LGR2 inh: -1.5; ARNT-TACC3 inh: 6.8; DENV2 CPE: inconclusive; PAX8 inh HTS: -8.9; SIRT5 block: -2.4

What do the screens show for `CCn1c(SCC(=O)NC(=O)c2ccccc2OC)nc2ccccc21`?
CASP6 VEID inh: -0.4; LGR2 inh: 1.8; ARNT-TACC3 inh: -8.9; DENV2 CPE: 2.9; PAX8 inh HTS: 13.3; SIRT5 block: -3.3

What do the screens show for `C[C@@H]1CN([C@H](C)CO)C(=O)c2cc(C#CCC3CCCC3)cnc2O[C@@H]1CN(C)C(=O)CN(C)C`?
CASP6 VEID inh: -25.9; EWS-Fli block: 1.9; LGR2 inh: 6.3; ARNT-TACC3 inh: -4.7; DENV2 CPE: 4.9; PAX8 inh HTS: 8.9; SIRT5 block: -5.8

What do the screens show for `O=C(OCC(=O)N1CCCc2ccccc21)c1cc(Cl)ccc1O`?
CASP6 VEID inh: -0.9; EWS-Fli block: -0.1; LGR2 inh: 8.0; ARNT-TACC3 inh: -0.5; DENV2 CPE: -10.1; PAX8 inh HTS: 0.5; SIRT5 block: -1.2

Results for O=C(OCc1cccc([N+](=O)[O-])c1)c1ccc2ccccc2n1 ?
CASP6 VEID inh: 3.0; EWS-Fli block: -2.8; LGR2 inh: -1.4; ARNT-TACC3 inh: -0.6; DENV2 CPE: 19.1; PAX8 inh HTS: -2.4; SIRT5 block: 2.0

Results for CC1CC1C(=O)OCC(=O)Nc1cccc([N+](=O)[O-])c1 (stereo not given) ?
CASP6 VEID inh: -0.1; EWS-Fli block: -3.8; LGR2 inh: -26.3; ARNT-TACC3 inh: -7.0; DENV2 CPE: 1.5; PAX8 inh HTS: 20.7; SIRT5 block: -0.2

What do the screens show for `C/C(=N\NC(=O)c1cccc(S(=O)(=O)N2CCCC2)c1)c1ccco1`?
CASP6 VEID inh: 12.1; EWS-Fli block: 7.8; LGR2 inh: -12.7; ARNT-TACC3 inh: -0.8; DENV2 CPE: 0.7; PAX8 inh HTS: -18.6; SIRT5 block: -5.5

How did CCn1c(O)c(N=NC(=O)c2cccs2)c2ccccc21 do in these assays?
CASP6 VEID inh: -1.7; EWS-Fli block: 2.7; LGR2 inh: -36.1; DENV2 CPE: -5.3; PAX8 inh HTS: -49.7; SIRT5 block: -2.8

How did O=C(CC1C(=O)NCCN1Cc1ccc(-c2ccccc2)cc1)NCCCn1cccn1 (stereo not given) do in these assays?
CASP6 VEID inh: -3.4; EWS-Fli block: 7.7; LGR2 inh: -0.1; ARNT-TACC3 inh: -0.6; DENV2 CPE: -4.5; PAX8 inh HTS: 17.7; SIRT5 block: -1.0

Results for N#Cc1ccc(C23CC4(C2)[C@H](CN(Cc2ccc(-c5ccccc5)cc2)[C@@H]4c2ccccc2)C3c2ccc(Cl)nc2)cc1 (stereo not given in full) ?
EWS-Fli block: 2.1; LGR2 inh: 21.4; ARNT-TACC3 inh: 0.6; PAX8 inh HTS: 19.5

What do the screens show for `C[C@@H]1CCCCO[C@H](CN(C)C)[C@H](C)CN([C@H](C)CO)C(=O)c2cc(NC(=O)Nc3ccc(C(F)(F)F)cc3)ccc2O1`?
CASP6 VEID inh: -1.3; EWS-Fli block: -5.1; LGR2 inh: 7.7; ARNT-TACC3 inh: 26.2; DENV2 CPE: 15.1; PAX8 inh HTS: -9.7; SIRT5 block: -0.7

How did C=CCSc1ncnc2sc(C)c(C)c12 do in these assays?
CASP6 VEID inh: -2.4; EWS-Fli block: 4.0; LGR2 inh: -9.7; ARNT-TACC3 inh: 6.6; DENV2 CPE: 4.3; PAX8 inh HTS: -3.4; SIRT5 block: -3.8

What do the screens show for `CC(C)CC#Cc1ccc2c(c1)O[C@@H](CN(C)Cc1cncnc1)[C@@H](C)CN([C@H](C)CO)S2(=O)=O`?
CASP6 VEID inh: 2.9; EWS-Fli block: 1.7; LGR2 inh: 25.7; ARNT-TACC3 inh: 14.9; DENV2 CPE: 5.1; SIRT5 block: -1.0

Results for CCn1c(=O)cc(SCC(=O)NCCCN2CCN(c3ccccc3F)CC2)c2ccccc21 ?
CASP6 VEID inh: -3.8; EWS-Fli block: 14.4; LGR2 inh: 7.2; ARNT-TACC3 inh: 5.5; DENV2 CPE: 10.8; SIRT5 block: -6.6

Results for CCOC(=O)c1nn(-c2ccc3c(c2)CCN3C(C)=O)cc1O ?
CASP6 VEID inh: 2.4; EWS-Fli block: -7.2; LGR2 inh: 46.4; ARNT-TACC3 inh: -5.1; DENV2 CPE: -3.5; SIRT5 block: -23.6

The order is random. About 4.9% of those tested had a hit in this group.
